FLuc inh – Firefly luciferase inhibition profiling of diverse chemical library using quantitative high-throughput screening; Luciferin 4-monooxygenase (Photinus pyralis), P08659; actives 2.5% (n = 76,000); purified P. pyralis luciferase, luminescence, biochemical; Potency, µM (series often up to 115 µM), for inactives: at the highest dose activity change, negative = inhibition, usual class: inhibitors; further: potency means the concentration at half of the fitted maximal effect; nearly all actives have a fitted effect of over 65% in size
Target sequence (P08659 whole entry, looked up): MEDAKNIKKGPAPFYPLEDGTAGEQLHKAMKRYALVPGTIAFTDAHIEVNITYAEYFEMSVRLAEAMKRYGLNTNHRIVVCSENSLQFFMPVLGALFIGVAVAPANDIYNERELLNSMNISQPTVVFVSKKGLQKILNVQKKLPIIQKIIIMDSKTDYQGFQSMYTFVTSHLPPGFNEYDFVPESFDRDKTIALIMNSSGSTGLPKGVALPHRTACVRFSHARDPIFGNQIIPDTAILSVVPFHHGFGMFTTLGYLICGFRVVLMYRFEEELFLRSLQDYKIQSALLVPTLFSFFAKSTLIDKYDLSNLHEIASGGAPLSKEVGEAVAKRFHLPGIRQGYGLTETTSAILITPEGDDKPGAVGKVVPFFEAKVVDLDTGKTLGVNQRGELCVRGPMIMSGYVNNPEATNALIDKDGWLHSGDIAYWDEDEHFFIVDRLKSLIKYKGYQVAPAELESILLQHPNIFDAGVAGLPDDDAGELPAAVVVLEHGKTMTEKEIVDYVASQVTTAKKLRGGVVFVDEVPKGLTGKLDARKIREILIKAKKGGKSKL
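Purified 10nM P. pyralis luciferase with 10uM D-luciferin and 10uM ATP in 50mM Tris acetate pH 7.5, 10mM Mg acetate, 0.01% Tween-20, 0.05% BSA. qHTS titration; luminescence read by CCD imager.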
GPT2 inhibitor – Primary qHTS assay for inhibitors of Glutamate pyruvate transaminase 2 (GPT2) | AID 1671188, 2021 | Recombinant GPT2, coupled pyruvate oxidase/HRP Amplex Red fluorescence | Potency, µM (highest dose often 57.7 µM), for inactives: at the highest dose activity change, negative = inhibition, actives largely listed as inhibitors | actives 0.25% (n = 100,000); further: potency means the concentration at half of the fitted maximal effect; nearly all actives have a fitted effect of over 60% in size; many of its hits are not listed in these tables
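Fluorescence read-out: pyruvate from GPT2 turnover coupled to pyruvate oxidase, HRP and Amplex Red (0.2mM ThPP, 0.2U/mL PO and HRP, 50uM Amplex final). Substrates 250uM a-KG, 2mM L-alanine; enzyme 10ng/uL; 30 min RT.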
IP6K1 inhibitor – Primary qHTS assay for small molecule inhibitors of Inositol hexaphosphate kinase 1 (IP6K1); Inositol hexakisphosphate kinase 1 (Homo sapiens), Q92551; IP6K1 kinase, ADP-Glo luminescence, 2 h; stronger effect = lower value; activity change, % (series mostly up to about 58 µM); actives 0.81% (n = 140,000); AID 1645851, 2021; in the data active means activity change below about -25%
Target sequence (Q92551 whole entry, looked up): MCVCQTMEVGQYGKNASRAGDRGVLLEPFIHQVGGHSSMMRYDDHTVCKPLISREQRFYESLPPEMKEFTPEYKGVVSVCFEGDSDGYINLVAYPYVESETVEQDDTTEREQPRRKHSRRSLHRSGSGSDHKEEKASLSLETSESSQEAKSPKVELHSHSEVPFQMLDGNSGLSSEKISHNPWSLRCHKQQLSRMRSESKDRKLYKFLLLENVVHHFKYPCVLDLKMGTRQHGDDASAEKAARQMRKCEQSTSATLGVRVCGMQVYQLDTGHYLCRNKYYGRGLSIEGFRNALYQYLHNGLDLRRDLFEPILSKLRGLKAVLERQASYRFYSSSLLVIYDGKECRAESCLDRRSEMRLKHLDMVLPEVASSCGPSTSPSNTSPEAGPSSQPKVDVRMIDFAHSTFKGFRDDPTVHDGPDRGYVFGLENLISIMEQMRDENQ
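ADP-Glo luminescence measures ADP made by human IP6K1 during a 2 h RT reaction with ATP/IP6 (mix at 1.3 mM/130 uM); top library doses 57.5 and 19.1 uM final.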
3T3 cytotox – Cytotoxic Profiling in NIH 3T3 Cell Line of Diverse Libraries Using Quantitative High-Throughput Screening. NIH 3T3 viability, CellTiter-Glo ATP luminescence, 48-72 h. Potency, µM (titrated, usually from 96.7 µM), for inactives: top-dose activity change, negative = cytotoxicity, actives largely listed as inhibitors. actives 4.3% (n = 94,000). AID 1345082, 2018; further: potency means the concentration at half of the fitted maximal effect; nearly all actives have a fitted effect of over 55% in size
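ATP-dependent luminescence (CellTiter-Glo) served as the viability signal for NIH 3T3 cells treated with compound for 48 or 72 hr at 37 °C.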
SNCA expr inhib – Primary qHTS assay for inhibitors of alpha-synuclein gene (SNCA) expression; HEK-293 SNCA-luciferase knock-in, luminescence, 24 h; Potency, µM (titrated, usually from 57.2 µM), for the others: at the top dose activity change, negative = inhibition, most hits filed as inhibitors; actives 0.17% (n = 140,000); AID 1671194, 2021;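 further: potency means the concentration at half of the fitted maximal effect; plate controls were DMSO cells for no effect and cell-free wells for full effect; nearly all actives have a fitted effect of over 45% in size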
HEK cytotox – Cytotoxic Profiling in HEK 293 Cell Line of Diverse Libraries Using Quantitative High-Throughput Screening | HEK 293 viability, ATP luminescence (CellTiter-Glo), 48-72 h | Potency, µM (doses to about 115 µM), inactives show at the top dose activity change, negative = cytotoxicity, hits mostly inhibitors | actives 6.6% (n = 94,000) | AID 1345083, 2018; further: potency means the concentration at half of the fitted maximal effect; nearly all actives have a fitted effect of over 60% in size
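Pintool-delivered compounds were incubated with HEK 293 cells (250 cells/well) at 37 degree Celsius for 48 or 72 hr. ATP-dependent luminescence (CellTiter-Glo) then reported remaining viable cells.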
HEK293 viab – GF-AFC viability counterscreen for inhibitors of alpha-synuclein gene (SNCA) expression | HEK-293-SNCA-luc viability, GF-AFC fluorescence, 24 h | actives 0.12% (n = 150,000) | Potency, µM (top dose mostly 57.1 µM), for the others: at the top dose activity change, negative = cytotoxicity, actives largely listed as cytotoxic;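 further: potency means the concentration at half of the fitted maximal effect; 0% = DMSO-treated cells and -100% = medium-only wells without cells; nearly all actives have a fitted effect of over 30% in size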
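HEK-293-SNCA-luc cells (1500/well) plated 24 h, then exposed 24 h to a dilution series; GF-AFC added 30 min at 37C, fluorescence 405/540 nm; normalised to medium-only and DMSO wells, Hill fit.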
* hit, by the source's call; i = inactive; ? = inconclusive; / = not tested or not shown; & = joins results of further samples; ! = a repeat was not active; [ ] = dose if it differs, or a comment. Unless noted, the call rests on the fitted dose curve; in most records, active means well fitted curve in the direction sought with a large enough effect; inconclusive means small, poorly fitted or top-dose-only effect, or another doubt; inactive means no such curve, though single readings can be large; an effect the other way counts as inactive or inconclusive. Unless noted, on the % scale 0 is the no-effect control and ±100 the full control effect.

| SMILES | FLuc inh | GPT2 inhibitor | IP6K1 inhibitor | 3T3 cytotox | SNCA expr inhib | HEK cytotox | HEK293 viab |
| --- | --- | --- | --- | --- | --- | --- | --- |
| C=CC(C)(CC/C=C(\C)C(=O)OC[C@H]1O[C@@H](OC(C)(C=C)CC/C=C(\C)C(=O)O[C@H]2[C@H](O)[C@@H](O)[C@H](OC(C)(C=C)CC/C=C(\C)C(=O)O)O[C@@H]2CO)[C@H](O)[C@@H](O)[C@@H]1O)O[C@@H]1O[C@H](CO)[C@@H](O)[C@H](O)[C@H]1O (some centres not stated) | / | i | -8 | / | / | / | -12%[12.5 µM] |
| Cc1ccc(-c2cc3c(=O)n(CCNC(=O)c4cccc(Cl)c4)ccn3n2)c(C)c1 | 1.6µM* | 2% | 0 | ? | 52%[activator] | ? | -13% |
| CCOC(=O)C1=CN(Cc2ccccc2)S(=O)(=O)N=C1C | -3% | -6% | -4 | ? | -9% | -24% | 18% |
| O=C1NCCCCCCN(C(=O)c2ccoc2)[C@H]2C[C@H](C(=O)N3CCc4ccccc4C3)C[C@@H]12 | -3% | -5% | 3 | -28% | -11% | 4% | -1% |
| O=C(Nc1cccc(C(F)(F)F)c1)N[C@H]1CO[C@H]2[C@@H]1OC[C@H]2O | -9%[172 µM] | i | 1 | 4%[174 µM] | 0%[87.6 µM] | -7%[172 µM] | -10%[87.6 µM] |
| Cc1ccc(-c2cc(NC(=O)COc3ccc(Cl)cc3C)on2)cc1 | / | / | 34 | / | 14% | / | -2% |
| Cc1cccc(N2Cc3c(ncnc3N3CCN(c4ncccn4)CC3)N(C)CC2=O)c1 | / | i | -12 | -13% | 9% | -22% | -19% |
| COc1ccc(Br)cc1[C@@H]1Nc2ccc(C(=O)O)cc2[C@@H]2C=CC[C@@H]21 | / | / | -40* | / | -22% | / | -5% |
| CN(Cc1nc(-c2ccccc2)no1)CC1(O)CNCCOC1 (configuration not stated) | 7% | 4% | 14 | -12% | 7% | -12% | -10% |
| O=C(Nc1cccc(C(F)(F)F)c1)c1ccc(F)c(S(=O)(=O)N2CCc3ccccc3C2)c1 | / | / | 18 | / | -16% | / | -8% |
| O=c1c(N2CCN(c3cccc(Cl)c3)CC2)csc2ccccc12 | / | / | -10 | / | -17% | / | -20% |
| Cc1nn(-c2ccccc2)c2c1C(C(C)C)N(C1CN(C(=O)Cc3ccccc3)C1)C2=O (configuration not stated) | / | / | 11 | ? | / | 50µM* | / |
| COc1ccc(NC(=O)CN2C(=O)NC3(CCCCC3)C2=O)c(OC)c1 | 5% | i | 47 | -14% | 5% | -3% | 2% |
| COc1ccc(C(=O)N2CC[C@@H](CC(=O)O)[C@@H](CCN3CCN(c4cccc(C(F)(F)F)c4)CC3)C2)cc1 | -1% | 1% | -9 | -4% | 1% | -3% | 0% |
| COCCN1CCC(CN(C)C2CCNCC2)C1 (configuration not stated) | -11% | i | -9 | -25% | 2% | -1% | 9% |
| COc1nccnc1NC1CCN(C(=O)NC2CCCCC2)CC1 | 7% | i | -1 | 0% | 18% | 5% | -7% |
| CC(C)NC(=O)N1CCC2(CC1)C(=O)N(C)c1ccccc12 | 0% | i | -3 | i | -4% | -5% | 13% |
| O=C1CCN(C(=O)c2cccs2)CCCC(c2nc(-c3cccnc3)no2)CCN1 (configuration not stated) | 0% | 0% | 28 | -13% | 17% | -12% | -7% |
| CCC1C(=O)N(C)CCN1C(=O)c1coc(COc2ccc3c(c2)OCO3)n1 (configuration not stated) | -4% | ? | 29 | -24% | 1% | -20% | 1% |
| COc1ccc(N2CCN(S(=O)(=O)CCNC(=O)COc3ccccc3F)CC2)cc1 | / | / | 11 | / | 17% | / | 6% |
| CC1=C[C@@H](CNC(=O)c2cccnc2)[C@H](C(C)C)C[C@H]1Cc1nc2ccc(F)cc2[nH]1 | 1%[172 µM] | i | 2 | ? | ? | ? | -24%[87.6 µM] |
| O=C(c1ccc(F)cc1)N1CCC[C@H]1c1nc(-c2ccc(F)cc2)no1 | -1% | i | -4 | -22% | -4% | -19% | -9% |
| CCCc1noc(-c2cn(C3CCN(C(=O)c4ccco4)CC3)nn2)n1 | 2% | 3% | 5 | ? | ? | -25% | 5% |
| CN(C)CCCOc1nn(Cc2ccccc2)c2ccccc12 | / | 1.3µM*! | -1&0 | / | -2%[25.6 µM] | / | -5% |
| CC(C)N1CCC(CCN2C(=O)[C@H]3CNC[C@H]3C2=O)CC1 | 2% | i | -2 | -5% | 4% | -2% | 9% |
| COC(=O)c1c(SCC(=O)Nc2ccccc2OC)[nH]c2ccccc2c1=O | / | / | -18 | / | -9% | / | -1% |
| Cc1ccc(C(=O)N2CCN(C3CCN(CCc4ccccc4)C3=O)CC2)cc1F (configuration not stated) | -21% | i | 0 | -13% | 58%[activator] | ? | -8% |
| Cc1ccc2c(c1)N(CCCC(=O)N1CCc3nc4cc(-c5ccccc5)[nH]n4c(=O)c3C1)C(=O)CO2 | 0% | i | 0 | -4% | -14% | -6% | -3% |
| COc1ccccc1OC(C)C(=O)Nc1c(C(=O)c2ccc(Cl)cc2)oc2ccccc12 (configuration not stated) | / | / | 2 | / | 1% | / | -9% |
| O=C(NCCC1CCN(C(=O)Nc2cccc(F)c2)CC1)C1CCCC1 | -6% | -33% | -2 | -21% | -20% | ? | 2% |
| O=C(O)c1cc(O[C@@H]2O[C@H](CO[C@@H]3OC[C@@H](O)[C@H](O)[C@H]3O)[C@@H](O)[C@H](O)[C@H]2O)c2ccccc2c1O | / | ? | 0 | / | / | / | 4%[23.9 µM] |
| Cc1ccccc1CN1CCc2nc(N3CCN(C)CC3)[nH]c(=O)c2CC1 | 6% | -9% | 15 | i | -3% | 4% | -1% |
| CC(C)c1noc(-c2ccn3c(CNC(=O)c4ccc(F)cc4Cl)nnc3c2)n1 | 5% | i | 5 | -11% | 10% | -4% | 7% |
| COc1cccc(Cn2c(=O)n(CC3CCC(C(=O)NC(C)C)CC3)c(=O)c3sccc32)c1 (configuration not stated) | / | / | -7 | / | 8% | / | 6% |
| O=C(c1ccccc1)N1CCC2(C1)C(=NC1CCCCC1)NC(=O)N2c1cccnc1 (configuration not stated) | / | 1% | -7 | i | ? | i | -1% |
| COc1ccc(C2=NOC3(CCCN(Cc4ccccn4)C3)C2)cc1 (configuration not stated) | / | i | -4 | ? | 15% | ? | -21% |
| COc1ccc(CNc2ncnc3c2c(-c2ccccc2)cn3-c2cccc(C)c2)cc1 | / | / | 9 | / | ? | / | -3% |
| COCCN1CCCCCC(O)c2cc(C(=O)N3CCN(C4CCCCC4)CC3)ccc21 (configuration not stated) | -5% | 2% | 1 | -18% | -2% | ? | 4% |
| CCOc1ccc(CN2CCC(N3CCCC(C(=O)NC4CC4)C3)CC2)cc1 (configuration not stated) | 6% | i | 18 | -23% | -21% | ? | -4% |
| CCc1ccc(NCc2cc3cc4c(cc3n(CC(=O)Nc3ccccc3C)c2=O)OCCO4)cc1 | / | / | -7 | / | 113%[activator] | / | 7% |

4 records picked at random from those above, as already listed:
| SMILES | FLuc inh | GPT2 inhibitor | IP6K1 inhibitor | 3T3 cytotox | SNCA expr inhib | HEK cytotox | HEK293 viab |
| --- | --- | --- | --- | --- | --- | --- | --- |
| COC(=O)c1c(SCC(=O)Nc2ccccc2OC)[nH]c2ccccc2c1=O | / | / | -18 | / | -9% | / | -1% |
| CC(C)N1CCC(CCN2C(=O)[C@H]3CNC[C@H]3C2=O)CC1 | 2% | i | -2 | -5% | 4% | -2% | 9% |
| COc1ccccc1OC(C)C(=O)Nc1c(C(=O)c2ccc(Cl)cc2)oc2ccccc12 (configuration not stated) | / | / | 2 | / | 1% | / | -9% |
| COc1cccc(Cn2c(=O)n(CC3CCC(C(=O)NC(C)C)CC3)c(=O)c3sccc32)c1 (configuration not stated) | / | / | -7 | / | 8% | / | 6% |

Exported field by field: entries from further up.
SMILES: CCOc1ccc(CN2CCC(N3CCCC(C(=O)NC4CC4)C3)CC2)cc1 (configuration not stated)
  FLuc inh: 6% | GPT2 inhibitor: i | IP6K1 inhibitor: 18 | 3T3 cytotox: -23% | SNCA expr inhib: -21% | HEK cytotox: ? | HEK293 viab: -4%
SMILES: CCc1ccc(NCc2cc3cc4c(cc3n(CC(=O)Nc3ccccc3C)c2=O)OCCO4)cc1
  FLuc inh: / | GPT2 inhibitor: / | IP6K1 inhibitor: -7 | 3T3 cytotox: / | SNCA expr inhib: 113%[activator] | HEK cytotox: / | HEK293 viab: 7%

(listing goes on)
| SMILES | FLuc inh | GPT2 inhibitor | IP6K1 inhibitor | 3T3 cytotox | SNCA expr inhib | HEK cytotox | HEK293 viab |
| --- | --- | --- | --- | --- | --- | --- | --- |
| Cc1cc(=O)n(CC(=O)Nc2cccc(C(C)C)c2)c(N2CCOCC2)n1 | 11% | i | 2 | -9% | -30% | ? | -12% |
| Cc1cc(C(=O)N2CCN(c3cccc(C)c3C)CC2)c2c(C)nn(-c3ccccc3)c2n1 | / | / | 5 | / | 17% | / | 27% |
| COc1ccc(-c2nnc([C@H]3CCN(C(=O)C4CCCCC4)C3)o2)cc1 | -2%[172 µM] | -11%[88.5 µM] | 5 | ? | -1%[87.6 µM] | ? | ? |
| CCNC(=O)N(C1CC1)C1CCOC2(CCN(C(=O)CCCc3ccccc3)CC2)C1 (configuration not stated) | ? | -8% | -8 | ? | 43%[activator] | -20% | 11% |
| Cc1ccccc1C(=O)Nc1sc2c(c1C(=O)NCc1ccco1)CCC(C(C)(C)C)C2 (configuration not stated) | / | / | 1 | / | 24% | / | 3% |
| COc1cccc(C(=O)NC2CCCN(c3ccnc4ccnn34)C2)c1 (configuration not stated) | / | i | -13 | ? | ? | ? | -27% |
| COc1cccc(C2CNC(=O)c3nc(Cn4nc(C)c(C)c4C)[nH]c3C2)c1 (configuration not stated) | 4% | -7% | -2 | -10% | 11% | -15% | -3% |
| COc1ccc(CCN2Cc3cc(NC(=O)c4ccccc4OC)ccc3OCC2=O)cc1 | -24% | -1% | 1 | ? | -10% | ? | 5% |
| COc1ccccc1N1CCN(C(=O)Cn2c(-c3ccc(F)cc3)nc(C)cc2=O)CC1 | 9% | i | -7 | ? | -5% | 0% | 6% |
| COc1ccc(NC(=O)Cn2c(C)ccc(NS(=O)(=O)c3ccccc3)c2=O)c(C)c1 | 0% | i | 1 | -3% | 2% | -14% | -1% |
| CCC1(O)CCC12CCN(C(=O)c1ccc(OC)nc1)CC2 (configuration not stated) | / | 0% | 26 | -29% | -30% | -7% | -11% |
| COc1cccc(C(=O)N(Cc2ccc(C)o2)C2CCS(=O)(=O)C2)c1 (configuration not stated) | / | / | 16 | / | -6% | / | -5% |

The order is random; overall some 7.7% were active at least once.
